# Screens: PubChem BioAssay, The Scripps Research Institute Molecular Screening Center
# TPT1 inh = blocks Candida albicans tRNA 2'-phosphotransferase; hit rate 0.81% among 300,000; recombinant caTPT1, FP RNA substrate dephosphorylation; AID 1962; inhibition, % at 5 µM;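 active = inhibition above the mean of all tested compounds plus 3 SD, set per screening campaign, cut at about 24% in these data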;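 note: plate controls were DMSO alone for no effect and ferristatin control at 100 nM for full effect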
# PAFAH2 inh = inhibitors of human PAFAH2. AID 492956. recombinant PAFAH2, FP-rhodamine activity probe, fluorescence polarization. inhibition, % at 3.39 µM. hit rate 0.99% among 340,000;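 active = inhibition above the mean over all tested compounds plus 3 SD, cut at about 30% in these data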;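 note: inhibitors block probe labeling of enzyme so polarization drops; 0% = enzyme with DMSO and 100% = wells lacking PAFAH2 protein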
# AHR act = activators of human aryl hydrocarbon receptor. P35869. AHR-responsive luciferase reporter cells, luminescence. activation, % at 5 µM. hit rate 2.5% among 320,000; in the data active = activation above about 47%;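 note: 0% = vehicle wells and 100% = reference agonist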
# proCasp7 act = counter-screen: procaspase-7 (human) activation | P55210 | recombinant procaspase-7, Ac-DEVD-pNA absorbance 405 nm; D23A/D198A/D206A triple mutant, cannot self-cleave; scale: DMSO 0, 5 µM enzyme 100 | activation, % at 8.5 µM | hit rate 0.093% among 330,000 | AID 463210;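 active = percent activation above the screen-wide mean plus 3 SD, cut at about 25% in these data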
#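 signal = Epi-absorbance of released pNA at 405 nm, two timepoints | assay system = Uncleavable procaspase-7 mutant enzyme | reagent = Ac-DEVD-pNA substrate, 400 µM as added | times = 1 h enzyme–compound preincubation and 2 h substrate reaction, both 25 °C | benchmarks = low DMSO alone, high DMSO plus 5 µM PC-7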
# core dimer inh = blocks dimerization of HCV core protein. TR-FRET GST/Flag-core106 dimerization, 1536-well. inhibition, % at 5 µM. hit rate 0.33% among 300,000;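 active = inhibition above the mean of all tested compounds plus 3 SD, set per screening campaign, cut at about 45% in these data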
#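 Assay system: GST-tagged and Flag-tagged HCV core protein residues 1-106 / Times: compound-protein-antibody incubation 4 h at 22.5 °C / Signal: time-resolved FRET, ex 340 nm, em 617 and 671 nm / Evaluation: % inhibition based on acceptor/donor emission ratio / Benchmarks: wells lacking GST-core106 and wells with excess unlabelled core106 / Repeats: singlicate, one well per compound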
# PP1 inh = PP1-alpha (human) inhibition in PP5 counter-screen; hit rate 0.9% among 320,000; AID 2235; inhibition, % at 6.7 µM; purified PP1alpha, OMFP fluorescence; P62136;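 active = inhibition above the mean inhibition of all tested compounds plus 3 SD, computed separately for each screening campaign, cut at about 15% in these data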
# proCasp3 act = activates human procaspase-3; AID 463141; activation, % at 8.5 µM; hit rate 0.11% among 330,000; recombinant procaspase-3 D3A, Ac-DEVD-pNA absorbance 405 nm;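 active = activation above the mean of all tested compounds plus 3 SD, cut at about 21% in these data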;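 note: 0% = DMSO alone and 100% = DMSO wells spiked with extra 5 µM PC-3 D3A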
# Target sequence (P42574 whole entry D9A/D28A/D175A): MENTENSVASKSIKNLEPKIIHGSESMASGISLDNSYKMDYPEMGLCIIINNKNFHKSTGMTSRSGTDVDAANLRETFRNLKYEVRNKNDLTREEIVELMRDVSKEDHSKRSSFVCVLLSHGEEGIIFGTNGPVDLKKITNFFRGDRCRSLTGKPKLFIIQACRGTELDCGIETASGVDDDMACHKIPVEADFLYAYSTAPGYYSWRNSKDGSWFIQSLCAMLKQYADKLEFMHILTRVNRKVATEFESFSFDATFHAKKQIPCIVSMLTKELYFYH
#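 Assay system – Procaspase-3 D3A mutant · Benchmarks – DMSO low control, extra-enzyme high control · Technique – 405 nm absorbance of p-nitroaniline, reads at 0 and 120 min · Doses – 8.5 µM nominal · Measure – % activation between DMSO and enzyme-spiked controls · Also added – Ac-DEVD-pNA chromogenic peptide substrate · Schedule – 1 h compound preincubation, 2 h substrate hydrolysis at 25 °C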
# CTSL1 counter = cathepsin L1 inhibition, PFM18AAP counter-screen; recombinant F. hepatica cathepsin L1, Z-Leu-Arg-MCA fluorescence; hit rate 0.49% among 300,000; inhibition, % at 5.96 µM;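 active = inhibition above the mean of all tested compounds plus 3 SD, set per screening campaign, cut at about 17% in these data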;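 note: 0% = plate median of test compound wells and 100% = 1 µM Z-Phe-Ala-diazomethylketone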
# PP5 primary = PP5 (human) phosphatase inhibition. inhibition, % at 6.7 µM. purified PP5c, OMFP substrate fluorescence. AID 1987. hit rate 0.18% among 320,000. P53041;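 active = inhibition above the campaign's mean inhibition across all tested compounds plus 3 SD, cut at about 9.5% in these data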;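 note: 0% = DMSO only and 100% = 100 µM cantharidin control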
# Target sequence (P53041 whole entry, looked up): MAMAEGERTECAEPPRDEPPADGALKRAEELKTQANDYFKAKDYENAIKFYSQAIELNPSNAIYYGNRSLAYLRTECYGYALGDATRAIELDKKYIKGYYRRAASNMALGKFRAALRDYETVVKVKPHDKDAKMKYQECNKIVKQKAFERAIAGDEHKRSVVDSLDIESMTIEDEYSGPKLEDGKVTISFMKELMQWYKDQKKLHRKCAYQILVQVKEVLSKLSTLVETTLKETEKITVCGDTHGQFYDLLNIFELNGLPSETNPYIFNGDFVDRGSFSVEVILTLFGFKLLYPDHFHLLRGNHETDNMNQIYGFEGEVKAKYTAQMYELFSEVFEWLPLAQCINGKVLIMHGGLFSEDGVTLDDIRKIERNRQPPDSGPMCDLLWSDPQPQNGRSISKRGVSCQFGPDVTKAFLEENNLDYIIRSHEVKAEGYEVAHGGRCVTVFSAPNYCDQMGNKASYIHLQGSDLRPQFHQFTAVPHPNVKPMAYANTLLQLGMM
# * = called active by the depositor; . = no result given; & = joins results of further samples. Compounds were not picked by outcome. Share with any hit: about 5.6%.
SMILES,TPT1 inh,PAFAH2 inh,AHR act,proCasp7 act,core dimer inh,PP1 inh,proCasp3 act,CTSL1 counter,PP5 primary
COc1ccccc1NC(=O)C(C)OC(=O)CCNS(=O)(=O)c1cccc(C(F)(F)F)c1 (stereo unspecified),.,7,0,3,.,-4,2,.,3.9
O=C(COc1cccc(F)c1)N[C@@H](Cc1ccccc1)c1nc2ccccc2[nH]1,-2,-14,13,8,1,-1,12,0,0.1
O=C(O)CSc1nc2c(c(C(F)(F)F)n1)CCCC2,-1&4,-6&-4,2&0,-5&-3,-3&-2,-1&-5,-9&-5,6&-2,1.6&-0.7
COc1ccc(-c2cn3c(C)c(C(=O)N4CCCc5ccccc54)sc3n2)cc1,-3,3,-8,8,13,4,3,4,1.2
COc1ccc(Cn2c(-c3ccc(Cl)cc3)c[n+]3ccccc23)cc1,3,-3,0,17,-14,2,-1,6,0.6
CCC1C(=O)C(C)(C)C(=O)OC1c1ccc([N+](=O)[O-])cc1 (stereo unspecified),1,5,1,6,5,4,-2,1,-1.2
CCn1c(COc2ccc(=O)n(-c3ccccc3)n2)nnc1SCC(=O)OC,2,5,0,-1,-2,-2,-1,3,-3.8
O=C(CN1C(=O)c2cccnc2Oc2ccc(Cl)cc21)N1CCCC1,0,-4,0,-1,2,-5,-6,-2,-0.1
O=C(CCCSc1nc2ccccc2c(=O)[nH]1)c1ccc(F)cc1,0,3,2,6,0,0,3,1,1.0
Cc1ccccc1N=CC=C1OC(C)(C)C(C)(C)O1,2,1,5,-6,-4,0,-3,-1,2.5
O=C(CCc1ccc(S(=O)(=O)N2CCOCC2)cc1)NCCCN1CCCC1=O,0,-7,4,-15,1,-5,11,0,-0.7
Cc1cc(C)c2c(N=NN(C)C)[nH]nc2n1,3,-2,8,-24,-5,6,-25,0,2.5
CCOC(=O)C1CCCN(c2cc(NCCCO)c([N+](=O)[O-])c3nonc23)C1 (stereo unspecified),0,.,3,-5,-6,2,-5,2,2.4
COc1ccc(-n2c(SCCNCCO)nc3sc4c(c3c2=O)CCCC4)cc1,0,5,0,-4,5,0,5,5,1.4
CC1CCCCN1C(=O)C1CCN(c2nc(-c3ccccc3)nc3c2CCC3)CC1 (stereo unspecified),0,-5,3,4,16,-1,0,3,0.9
O=C(Cn1cc2c(n1)CCCCC2)Nc1c(F)cc(F)cc1Br,1,-7,-3,3,-3,9,1,0,-1.5
COc1ccc(NS(=O)(=O)c2ccc3c(c2)N(C(C)=O)CCS3)cc1,2,7,1,4,-4,2,0,-1,2.7
Cc1cc(C)c(S(=O)(=O)N2CCCCC2CCNC(=O)C(=O)NC2CC2)c(C)c1 (stereo unspecified),4,4,-1,5,4,-2,0,-5,-0.2
CCOc1ccccc1NC(=O)CCc1nnc2ccc(NCc3ccco3)nn12,2,4,11,-6,16,2,2,-5,-2.1
CCN(CC)CCNC(=O)NC(=O)c1ccc(Cl)cc1,-1,4,-5,20,-10,-2,-3,-6,-0.8
O=C(CSc1nc(-c2cccs2)nc2ccccc12)NC1CCS(=O)(=O)C1 (stereo unspecified),.,-8,1,2,.,-3,-3,.,-0.8
Cc1cccc2nc(CSc3nc4ccc([N+](=O)[O-])cc4[nH]3)c(Br)n12,0,-5,35,-11,17,5,-17,-3,2.6
COCCn1c(=O)[nH]c2cc(C(=O)NCCCN3CCN(c4ccc(F)cc4)CC3)ccc2c1=O,4,1,1,6,0,-4,-5,-2,0.3
CC(=O)Oc1ccc(Nc2ccccc2)cc1,0,-1,2,-2,-13,-7,0,-12,1.6
O=C(Nc1ccc(Cl)c(S(=O)(=O)Nc2ccccc2Cl)c1)c1cccs1,-2,-3,2,2,7,4,-1,-2,1.3
COc1ccc(OC)c(NS(=O)(=O)c2ccc(NC(=O)C3COc4ccccc4O3)cc2)c1 (stereo unspecified),-3,2,0,0,3,-1,6,3,3.7
COc1ccccc1NC(=O)Nc1nc(CC(=O)N2CCN(c3ccccc3OC)CC2)cs1,-3,4,6,9,1,-4,5,-4,3.5
O=C1/C(=C\c2ccco2)SC(=S)N1C1CCCCC1,5,.,1,-13,12,-3,-4,3,1.5
O=C(CN1C(=O)C2CC=CCC2C1=O)Nc1nnc(SCc2ccc(Cl)cc2)s1 (stereo unspecified),0,1,6,11,20,-3,2,2,-2.9
Clc1ccc(-n2cccc2)cn1,6,-10,0,-8,-2,-4,3,0,-2.4
CCCCCc1nnc(NS(C)(=O)=O)s1,-1,6,0,5,-7,-2,-3,-2,0.2
Cc1ccc(NC(=O)Cn2nnc(C(=O)NCc3ccccc3)c2N)cc1C,-1,-3,-1,-5,-1,8,-8,-2,0.1
C#CCOCCOCCOCCNc1nc(N2CCN(C(=O)CCCCCCCCCCNC(=O)[C@H](CCC(=O)O)n3cc(CCCCCN)nn3)CC2)nc(N2CCN(C(=O)CCCCCCCCCCNC(=O)[C@@H]([C@H](C)O)n3cc(C)nn3)CC2)n1,-1,2,-2,-4,1,4,2,-2,2.5
CCc1c(C)sc(NC(=O)c2cc(C)no2)c1C#N,0,3,15,-9,-7,0,-10,1,0.0
COc1cc(-c2cc(=O)c3ccccc3o2)ccc1O,-2,-2,77*,-15,2,4,-16,14,-6.2
O=C(COc1nc2ccccc2nc1N1CCOCC1)NCC(F)(F)F,1,8,-1,10,-2,-5,2,2,-4.0
CC(C)n1c(=O)[nH][nH]c1=S,-1,.,-1,-29,4,-5,-24,-3,-2.8
Cc1ccc(NC(=O)C(C)SCc2nc3sc4c(c3c(=O)[nH]2)CCCC4)nc1 (stereo unspecified),26*,-3,6,-8,7,-1,3,-1,1.1
CCOC(=O)c1ccc(NC2=CC(=O)CC(c3ccco3)C2)cc1 (stereo unspecified),0,6,5,10,2,1,1,0,-0.1
COc1ccc2c(=O)c3c(=O)n(Cc4ccco4)c(-c4cc(OC)c(OC)c(OC)c4)nc3oc2c1,0,-9,4,-5,0,2,6,-2,2.2
COc1cccc(NC(=O)CN(C)CC(=O)NC(C)c2ccccc2)c1 (stereo unspecified),2,-7,0,0,0,-1,2,-4,-1.9
O=C(/C=C/c1ccccc1[N+](=O)[O-])NCc1ccc(Cl)cc1,-2,2,9,-5,2,-1,3,10,2.5
Cc1ccccc1NC(=S)N/N=C1\CC(C)(C)Oc2ccc(O)cc21,-1,0,17,-15,4,-5,-11,-2,3.1
COc1ccc(CNC(=O)C2=C(C)C(=O)OC23CCC(C)CC3)cc1 (stereo unspecified),-3,0,1,1,11,-2,-2,1,-0.5
CC(CCc1ccco1)NC(=O)Cn1ncc2c(=O)oc3ccccc3c21 (stereo unspecified),-3,-1,12,4,-2,4,-4,-2,3.3
O=c1oc2cc(OCc3ccc(C(F)(F)F)cc3)ccc2cc1-c1ccccn1,0,2,-2,7,6,-4,0,1,-1.8
Cc1nnc(SCc2ccc(C(=O)c3ccc(Cl)cc3)o2)n1-c1ccccc1,1,-1,1,12,3,0,4,1,2.9
COc1ccc(-c2nc(CS(=O)(=O)CC(=O)NCc3ccc(F)cc3)c(C)o2)cc1,-2,7,2,-2,9,-1,2,4,1.5

# Copied from the results shown, 12 compounds:
SMILES,TPT1 inh,PAFAH2 inh,AHR act,proCasp7 act,core dimer inh,PP1 inh,proCasp3 act,CTSL1 counter,PP5 primary
CCc1c(C)sc(NC(=O)c2cc(C)no2)c1C#N,0,3,15,-9,-7,0,-10,1,0.0
COc1cc(-c2cc(=O)c3ccccc3o2)ccc1O,-2,-2,77*,-15,2,4,-16,14,-6.2
O=C(COc1nc2ccccc2nc1N1CCOCC1)NCC(F)(F)F,1,8,-1,10,-2,-5,2,2,-4.0
CC(C)n1c(=O)[nH][nH]c1=S,-1,.,-1,-29,4,-5,-24,-3,-2.8
Cc1ccc(NC(=O)C(C)SCc2nc3sc4c(c3c(=O)[nH]2)CCCC4)nc1 (stereo unspecified),26*,-3,6,-8,7,-1,3,-1,1.1
CCOC(=O)c1ccc(NC2=CC(=O)CC(c3ccco3)C2)cc1 (stereo unspecified),0,6,5,10,2,1,1,0,-0.1
COc1ccc2c(=O)c3c(=O)n(Cc4ccco4)c(-c4cc(OC)c(OC)c(OC)c4)nc3oc2c1,0,-9,4,-5,0,2,6,-2,2.2
COc1cccc(NC(=O)CN(C)CC(=O)NC(C)c2ccccc2)c1 (stereo unspecified),2,-7,0,0,0,-1,2,-4,-1.9
O=C(/C=C/c1ccccc1[N+](=O)[O-])NCc1ccc(Cl)cc1,-2,2,9,-5,2,-1,3,10,2.5
Cc1ccccc1NC(=S)N/N=C1\CC(C)(C)Oc2ccc(O)cc21,-1,0,17,-15,4,-5,-11,-2,3.1
COc1ccc(CNC(=O)C2=C(C)C(=O)OC23CCC(C)CC3)cc1 (stereo unspecified),-3,0,1,1,11,-2,-2,1,-0.5
CC(CCc1ccco1)NC(=O)Cn1ncc2c(=O)oc3ccccc3c21 (stereo unspecified),-3,-1,12,4,-2,4,-4,-2,3.3

# More structures follow.
SMILES,TPT1 inh,PAFAH2 inh,AHR act,proCasp7 act,core dimer inh,PP1 inh,proCasp3 act,CTSL1 counter,PP5 primary
COc1cc(OC)cc(C(=O)NNC(=O)c2ccc(-n3cncn3)c([N+](=O)[O-])c2)c1,1,-6,1,4,2,-2,-5,1,0.3
CCS(=O)(=O)NCCc1csc(-c2cccnc2)n1,1,0,19,1,-8,3,2,1,3.4
COc1ccc(C(=O)COc2ccc(NC(C)=O)cc2)cc1,2,-8,3,0,6,-2,7,-2,-1.6
COC(=O)c1c(C)[nH]c(C(=O)OCC(=O)c2c(N)n(CC(C)C)c(=O)n(C)c2=O)c1C,.,-9,-4,-2,.,.,9,.,.
CC(C)C(NS(=O)(=O)c1cccc2nsnc12)C(=O)NCCC1=CCCCC1 (stereo unspecified),3,3,0,5,6,-3,8,12,0.3
CN(CC(=O)Nc1ccc(F)c(F)c1F)C(=O)CCc1nc2sc3c(c2c(=O)[nH]1)CCCC3,8,10,13,4,15,4,0,0,-0.7
CN(CCOC(=O)/C=C/c1ccccc1)C(C)(C)C,1,-8,0,8,9,-4,-10,0,1.9
